Screening data as filed in PubChem BioAssay.
CHRM5 PAM: potentiates acetylcholine response at human M5 receptor | activation, % at 3 µM | CHO-K1 hM5, Fluo-8 calcium, ACh EC20 PAM; 0% = ACh EC20, 100% = ACh EC100 | 0.3% of 360,000 active | AID 624038 | P08912;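 active = activation above the run cutoff, the mean activation of all test compounds plus 3 SD, cut at about 18% in these data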
Target sequence (P08912 whole entry, looked up): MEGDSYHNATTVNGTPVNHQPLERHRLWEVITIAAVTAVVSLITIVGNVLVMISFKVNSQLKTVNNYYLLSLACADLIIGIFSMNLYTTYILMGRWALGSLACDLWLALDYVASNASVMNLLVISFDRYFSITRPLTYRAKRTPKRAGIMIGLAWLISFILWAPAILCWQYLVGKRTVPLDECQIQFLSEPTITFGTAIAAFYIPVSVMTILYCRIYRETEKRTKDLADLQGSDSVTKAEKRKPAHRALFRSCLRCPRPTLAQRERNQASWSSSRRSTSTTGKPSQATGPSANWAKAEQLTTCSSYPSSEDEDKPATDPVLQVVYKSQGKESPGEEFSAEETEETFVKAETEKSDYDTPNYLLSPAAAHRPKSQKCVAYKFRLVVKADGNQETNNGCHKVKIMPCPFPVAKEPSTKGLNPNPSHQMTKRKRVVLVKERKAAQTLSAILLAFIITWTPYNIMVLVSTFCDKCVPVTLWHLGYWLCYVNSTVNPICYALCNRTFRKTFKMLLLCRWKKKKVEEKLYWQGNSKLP
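Assay system – human M5 receptor in CHO-K1 cells · Read-out – % activation, ACh-normalized · Technique – Fluo-8 calcium fluorescence · Dosing – single-point, 3 µM nominal · Incubation – Fluo-8 loading 80 min at 37 °C plus 30 min room temperature · Repeats – singlicate, one well per test compound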
M5 antag: CHRM5 antagonism in calcium assay; CHO-hM5 cells, Fluo-8 calcium fluorescence, ACh EC80; inhibition, % at 3 µM; 0.59% of 360,000 active;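 active = inhibition above a per-plate cutoff, the mean of that plate's test compounds plus 3 SD, cut at about 27% in these data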;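 note: 0% = acetylcholine EC80 with DMSO and 100% = DMSO without agonist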
CHRM4 agonist: agonists of human muscarinic M4 receptor (CHRM4); P08173; CHO-K1 hM4/Gqi5, Fluo-8 calcium fluorescence; vehicle 0%, full acetylcholine response 100%; activation, % at 3 µM; 0.14% of 360,000 active;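 active = activation above the run mean over all test wells plus 3 SD, cut at about 32% in these data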;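 note: peak over basal fluorescence ratio per well then scaled between controls; 0% = DMSO wells and 100% = acetylcholine at EC100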
Target sequence (P08173 whole entry, looked up): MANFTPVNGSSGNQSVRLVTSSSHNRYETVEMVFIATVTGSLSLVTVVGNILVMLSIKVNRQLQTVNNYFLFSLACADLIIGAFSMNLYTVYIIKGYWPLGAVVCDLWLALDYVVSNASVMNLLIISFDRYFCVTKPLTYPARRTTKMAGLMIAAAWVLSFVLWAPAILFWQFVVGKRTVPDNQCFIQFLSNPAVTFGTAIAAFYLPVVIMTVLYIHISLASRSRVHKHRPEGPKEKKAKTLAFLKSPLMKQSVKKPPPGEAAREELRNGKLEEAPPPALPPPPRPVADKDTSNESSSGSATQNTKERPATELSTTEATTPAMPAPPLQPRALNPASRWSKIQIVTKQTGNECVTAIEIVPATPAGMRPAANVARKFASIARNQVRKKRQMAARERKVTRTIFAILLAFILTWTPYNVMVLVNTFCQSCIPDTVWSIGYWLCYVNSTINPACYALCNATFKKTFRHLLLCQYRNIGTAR
M4 antag: CHRM4 antagonism in calcium assay; AID 624125; CHO-hM4 cells, ACh EC80, Fluo-8 calcium fluorescence; 0.73% of 360,000 active; P08173; inhibition, % at 3 µM;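 active = inhibition above its plate's cutoff, the mean inhibition of sample wells plus 3 SD, cut at about 27% in these data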;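 note: 0% = acetylcholine EC80 with DMSO and 100% = DMSO without agonist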
CRFR2-BP ag: CRF-BP/CRF-R2 complex agonism | 0.46% of 350,000 active | AID 588473 | HEK293 CRF-R2/CRF-BP, calcium dye fluorescence (FLIPR); percent of saturating CRF peptide response | activation, % at 13.2 µM;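 active = activation of at least 50%, plus an integration ratio under a set limit after plate pattern correction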;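 note: plate controls were neutral control wells without compound for no effect and CRF at EC100 for full effect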
CRFBP-R2 block: antagonists of CRF-binding protein/CRF-R2 receptor complex. HEK293 CRF-R2/CRF-BP, CRF-induced calcium fluorescence. inhibition, % at 11.8 µM. 0.59% of 350,000 active. AID 588475;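 active = inhibition of the ligand-induced calcium signal above about 50% at the single tested concentration, limit read from the data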
CHRM5 agonist: CHRM5 agonism in calcium assay; CHO-K1 hM5 cells, Fluo-8 calcium fluorescence; 0% DMSO wells, 100% maximal acetylcholine response; activation, % at 3 µM; 0.19% of 360,000 active;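 active = activation above the run's mean over test compounds plus 3 SD, cut at about 23% in these data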;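 note: signal is peak over basal fluorescence ratio across the kinetic read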
IDE inh: inhibits human insulin-degrading enzyme in HEK cells; FAbetaB cleavage, fluorescence polarization; inhibition, % at 5.59 µM; 0.41% of 320,000 active; AID 434962;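 active = percent inhibition above the average of all tested compounds plus 3 SD, set per screening campaign, cut at about 16% in these data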;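 note: IDE supplied by intact live HEK cells; FP after avidin binding of uncleaved biotin substrate so inhibition keeps polarization high; 0% = DMSO wells and 100% = 60 µM reference IDE inhibitor Ii1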
CHRM4 PAM: potentiates acetylcholine response at human M4 receptor; 0.4% of 360,000 active; activation, % at 3 µM; P08173; CHO-K1 hM4/Gqi5, Fluo-8 calcium fluorescence, ACh EC20; 0% = ACh EC20, 100% = maximal ACh;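 active = activation above its plate's cutoff, the mean activation of sample wells plus 3 SD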; note: some results filed as inactive read as strong as hits
Starred values were filed as active, the others as inactive; · = not tested or not shown.

SMILES	CHRM5 PAM	M5 antag	CHRM4 agonist	M4 antag	CRFR2-BP ag	CRFBP-R2 block	CHRM5 agonist	IDE inh	CHRM4 PAM
O=c1[nH]c(=S)[nH]cc1Oc1ccccc1	1	-2	4	15	0.3	-1	3	·	3
CC(=O)Nc1ccc(NC(=O)Nc2ccccc2)cc1	-2	3	1	-5	-1.6	18	-2	1	-1
CCOC(=O)c1ccc(NC(=O)CCc2ccc(C)o2)cc1	-2	-1	2	-9	-0.1	3	2	0	0
O=C(COC(=O)COc1ccc(Br)cc1)NCc1ccccc1	-1	11	3	-1	0.5	-6	-3	0	2
Cc1ccc(C(=O)COC(=O)c2ccc(Cl)c(N)c2)s1	0	7	1	19	0.5	5	-8	-3	-1
Cc1cc(Oc2ccc(Cl)cc2)nc(-c2ccccn2)n1	13	-12	0	6	-0.9	7	3	0	-2
Cc1cccc(NC(=O)CN(CCc2ccccc2)S(C)(=O)=O)c1	-2	0	2	0	-3.4	-2	0	·	-5
O=C1CN(C(=O)c2ccco2)C(c2ccc(F)cc2)c2cc(Cl)ccc2N1 (configuration not stated)	-8	6	2	8	-3.6	-47	-2	-2	-3
Cc1cc(C)cc(C(=O)N2CCC3(CC2)NCCc2[nH]cnc23)c1	4	-17	2	-2	1.1	1	-6	-4	4
Cc1noc(C)c1S(=O)(=O)N1CCCCC1c1cc(C(=O)Nc2cccc3c2CCCC3)no1 (configuration not stated)	-8	1	-1	-12	·	·	-2	·	-9
O=C1CCCc2c1cc(-c1ccccc1)n2-c1ccc(O)cc1	6	2	2	-3	-6.7	32	-6	4	18
O=C(c1cccc(NS(=O)(=O)c2ccc(F)c(F)c2)c1)N1CCN(C(c2ccccc2)c2ccccc2)CC1	-4	9	2	-9	1.0	62*	-2	5	31*
COC(=O)NCc1ccc2c(c1)OCO2	3	6	0	1	-0.7	10	-2	1	-2
Cc1ccccc1-c1noc(CCC(=O)NCC2CCCO2)n1 (configuration not stated)	3	-4	2	-5	0.6	-10	1	2	-6
COc1ccc(-c2cc(C(=O)Nc3ccccc3N3CCOCC3)c3ccccc3n2)cc1OC	-16	13	12	11	-0.3	20	1	5	-14
Cc1ccc2nc(NC(=O)C3CCN(c4ncnc5sc(C)c(C)c45)CC3)sc2c1	6	-19	-1	-17	-0.6	-31	-2	-6	10
CN(C(=O)C1CCOC1)c1nnc(C2CCOC2)s1 (configuration not stated)	8	4	0	-1	-0.6	-3	-4	4	7
CCCCCCN1C[C@@H](O)[C@H](n2cc(COC(=O)c3ccccc3)nn2)C[C@@H]1c1ccc(OC)cc1	-6	-9	1	-26	10	-8	-1	·	5
CN(CCc1ccccn1)S(=O)(=O)c1ccccc1F	0	-4	-1	18	-0.8	1	-3	-12	-5
COc1ccc(NC(=O)COc2cccc3c2CCN(Cc2cccnc2)C3=O)cc1	3	-1	3	1	-0.6	-4	0	-2	0
CN(CCc1ccccc1)C(=O)c1cccc(NC(=O)Cc2cccc(NC(=O)C3CCCN(C(=O)C4CCCCC4)C3)c2)c1 (configuration not stated)	-6	6	2	-3	-0.9	7	-1	·	-2
O=C1COc2ccc(C(=O)CCl)cc2N1	0	4	0	8	0.6	2	0	-2	-4
CC1CC(C)CN(C(=O)c2nn(C)c3c2CSc2ccccc2-3)C1 (configuration not stated)	2	-5	0	-3	-5.0	8	-4	-4	0
COc1ccc(S(=O)(=O)N2CCC(Cc3ccccc3)CC2)cc1NC(C)=O	-3	6	0	0	0.2	-3	0	-1	-4
Cc1ccc(C(=O)N/C(=C\c2ccc(-c3cccc([N+](=O)[O-])c3)o2)C(=O)NCCCN2CCOCC2)cc1	2	-1	2	8	5.7	9	-6	1	4
O=C(c1ccco1)N1CCN(C2CN(Cc3cn(Cc4ccccc4C(F)(F)F)nn3)S(=O)(=O)C2)CC1 (configuration not stated)	-2	-2	0	8	·	·	1	·	-3
CCOC(=O)Cc1c(C)nc2c(-c3ccccc3)c[nH]n2c1=O	1	-2	1	-5	1.8	2	-3	1	1
CC(=O)c1ccc(OCc2cc(C(=O)N(C)Cc3cc(C)no3)no2)cc1	-4	6	4	-5	-2.3	31	-1	-1	0
Cc1ccc(S(=O)(=O)/N=C/N(C)C)cc1	-2	1	1	13	1.3	0	0	5	-3
CCOc1cc(C=C2C(=O)c3ccccc3C2=O)ccc1OCC(=O)Nc1ccc(C)cc1	0	-1	1	7	113*	-107	-1	2	3
COc1ccc(/C=N/Nc2nnc(Cc3ccc(OC)c(OC)c3)c(=O)[nH]2)cc1OC	3	-15	1	-1	5.8	11	-2	7	-2
COc1ccc(-c2cc(CS(=O)(=O)c3ccccc3)on2)cc1	4	1	5	1	-1.0	-12	-2	-2	-2
CCOC(=O)c1c(C)[nH]c(C)c1S(=O)(=O)N(C)CC(=O)Nc1ccccc1C	2	7	2	1	0.5	-16	-1	4	2
Cn1c(=O)c2c(nc(NCc3ccco3)n2CC(O)CO)n(C)c1=O (configuration not stated)	4	2	1	-3	1.2	-6	1	0	6
Cn1c(=O)c2[nH]c(Cc3ccsc3)nc2n(C)c1=O	9	5	1	-9	-3.1	2	6	·	1
CN(C)/C=N/c1cc(=O)n(C)c(=O)n1CC1CC1	4	8	0	-7	0.6	-2	-3	0	13
O=C(CSCc1ccc(Cl)cc1)Nc1ccc(-c2nnc(-c3ccccc3)o2)cc1	0	2	1	-4	3.0	-9	2	-3	4
COc1cc(=O)[nH]c(SC(C)C(=O)Nc2ccc3ccccc3c2)n1 (configuration not stated)	0	9	1	-6	2.4	-5	0	2	4
Cc1ccc(CN(C)C(=O)CCc2nc3sc4c(c3c(=O)[nH]2)CCCC4)o1	-4	4	1	-3	0.6	13	-4	0	8
Nc1ncnc2c1ncn2[C@@H]1O[C@H](C(=O)N2CCSC2)[C@@H](O)[C@H]1O	2	4	1	-2	·	·	0	·	1
CCOc1cc(S(=O)(=O)NCc2ccncc2)c(C)cc1C	-3	9	2	-3	2.4	-3	-5	-3	2
CC1CCC(NC(=O)Cn2cc3c(n2)CCCC3)CC1 (configuration not stated)	-1	1	1	-3	-1.9	-12	2	0	-4
CCN(CC(=O)NCc1ccc(F)cc1)C(=O)/C=C/c1cc(OC)ccc1OC	7	6	1	3	-0.8	-2	-1	·	2
CCCCOC(=O)CNc1n[nH]c(=S)[nH]c1=O	2	5	3	7	-0.5	1	3	1	3
COc1ccccc1OCc1ccc(C(=O)Nc2cc(OC)c(OC)c(OC)c2)o1	-5	7	9	4	-0.8	17	4	·	-9
Cc1cccc(-n2c(SCC(=O)NCc3ccco3)nnc2-c2ccco2)c1	-5	2	1	0	-5.7	8	-2	1	2
COc1cc(OC)cc(C(=O)Nn2cc(C(=O)N3CCN(C)CC3)c3ccccc3c2=O)c1	3	-2	1	-2	-1.8	3	-3	1	3
Cc1ccc(NC(=O)Cn2c(=O)cnc3ccccc32)cc1S(=O)(=O)N1CCCCC1	-5	10	6	-3	0.3	0	-2	-5	-2

Single records, from the list above:
Cc1cccc(-n2c(SCC(=O)NCc3ccco3)nnc2-c2ccco2)c1 as listed: CHRM5 PAM = -5; M5 antag = 2; CHRM4 agonist = 1; M4 antag = 0; CRFR2-BP ag = -5.7; CRFBP-R2 block = 8; CHRM5 agonist = -2; IDE inh = 1; CHRM4 PAM = 2
Nc1ncnc2c1ncn2[C@@H]1O[C@H](C(=O)N2CCSC2)[C@@H](O)[C@H]1O as listed: CHRM5 PAM = 2; M5 antag = 4; CHRM4 agonist = 1; M4 antag = -2; CRFR2-BP ag = ·; CRFBP-R2 block = ·; CHRM5 agonist = 0; IDE inh = ·; CHRM4 PAM = 1

Next part
SMILES	CHRM5 PAM	M5 antag	CHRM4 agonist	M4 antag	CRFR2-BP ag	CRFBP-R2 block	CHRM5 agonist	IDE inh	CHRM4 PAM
O=C(OCC(=O)N1CCC(c2ccccc2)=N1)c1ccc(Cl)s1	5	6	1	4	0.4	-6	-7	5	9
Cc1cc(=O)n2[nH]c(N3C(=O)CCC3=O)nc2n1	-2	4	0	1	-0.7	20	-1	-1	0
O=C(c1ccco1)N1CCN(C(=O)c2cn(-c3ccccc3)nc2-c2ccc(F)cc2)CC1	-11	5	9	-15	-2.5	-3	-4	·	-5
CC(=O)N1c2ccc(S(=O)(=O)NCC3CCC(C(=O)Nc4ccc(C)cn4)CC3)cc2CC1C (configuration not stated)	-8	14	6	3	-0.4	-1	1	3	-4
O=C(Nc1nc(SCc2ccc(F)cc2)ns1)c1ccco1	-7	-4	8	-4	2.7	-6	15	3	-8
CC(Sc1nnc(C(F)(F)F)n1C)C(=O)Nc1ccc(N2CCOCC2)cc1 (configuration not stated)	0	6	0	13	2.4	13	-1	2	2
C=CCNc1nc(C)nc(OC)n1	2	3	1	5	-0.4	-3	-5	6	9
CCCCn1c(N)c(N(CCOC)C(=O)COc2ccc(OCC)cc2)c(=O)[nH]c1=O	4	2	0	-4	-1.6	12	2	1	2
Cc1ccn2cc(CCNC(=O)CC(C)(C)C)nc2c1	4	0	0	1	-1.3	24	-4	7	-3
CC1CN(C(=O)c2cc(S(=O)(=O)N3CCCC3)ccc2Cl)CC(C)O1 (configuration not stated)	0	6	1	-3	0.1	-1	-5	·	-1
O=C(N/N=C/c1c(O)n(-c2ccc(Cl)cn2)c(=O)c2ccccc12)c1ccncc1	-3	3	3	-9	55*	-68	1	22*	5
Cc1ncoc1C(=O)N1CCCC(C(=O)c2ccc(Oc3ccccc3)cc2)C1 (configuration not stated)	-5	0	1	2	-0.6	-9	-2	0	-1
CC(CN1CCN(C)CC1)OC(=O)c1ccc(F)cc1 (configuration not stated)	0	7	0	11	3.6	-6	-17	5	-6
CCOC(=O)c1ccc(NC(=O)c2ccc(OC(C)C)c(OC)c2)cc1	0	-3	10	-5	-1.4	-19	-5	12	-8
CCCCN(CCO)CCCC	-3	3	2	-8	-0.2	0	3	1	3
CC1CCCC(NC(=O)NC(=O)COC(=O)C2=NN(c3ccccc3)C(=O)CC2)C1C (configuration not stated)	4	0	2	-2	0.7	-1	1	2	4
CCOCCn1c(C)c(C(=O)OCC)c2cc(O)c3ccccc3c21	0	4	-2	3	-1.0	2	-3	0	-6
COc1ccccc1NC(=O)C1=C(C)NC(SCC(=O)c2ccccc2)=C(C#N)C1c1ccco1 (configuration not stated)	-14	4	7	1	12	-21	2	·	-10
Cc1cc(-c2nc(C)c(-c3nnc(SCC(=O)Nc4ccc(Cl)cc4)n3C)s2)no1	-10	6	1	7	0.2	1	-4	3	0
CCC(=O)Nc1ccc2c(c1)C(=O)c1ccccc1C2=O	-6	-5	9	-13	-0.7	-10	3	0	11
Cc1cccc(NC(=O)CN(CC2CCCO2)C(=O)c2cc(S(=O)(=O)N(C)C)ccc2F)c1C (configuration not stated)	-6	20	2	-3	-0.3	-2	-2	2	3
COC(=O)C1=C(N)Oc2cc(C)n(CCN3CCOCC3)c(=O)c2C1c1cccnc1 (configuration not stated)	3	-5	1	6	0.2	9	-1	1	10
O=C(NCCCCO)c1ccc2c3c(cccc13)CC2	3	-1	0	4	2.1	-10	0	-2	2
N#CC(=Nc1ccccc1)c1ccccc1	-3	21	0	1	-1.5	-4	1	·	1
C/C(=N/Nc1ccc(F)cc1)c1ccc(Cl)s1	1	1	1	-10	-1.1	5	0	-5	4
COC(=O)c1ccc([N+](=O)[O-])cc1N1C(=O)C2C3CCC(C3)C2C1=O (configuration not stated)	-6	8	2	-1	-0.1	15	-1	-2	3
